# Screening results from PubChem.
# NCI-60 one-dose screen, 48 h, at 10 µM unless noted. Numbers give growth in % (100 = growth as untreated, 0 = no growth, -100 = all killed).
# SNB-75 – SNB-75 CNS cancer. AID 1794750. actives 5% (n = 79,000)
# SF-539 – SF-539 CNS cancer | actives 6.8% (n = 81,000) | AID 1794752
# KM12 – KM12 colon cancer cells; actives 5% (n = 82,000); AID 1794800
# U251 – U251 CNS tumor cells. actives 5.4% (n = 80,000)
# HCC-2998 – HCC-2998 colon cancer | actives 4.7% (n = 79,000)
# SF-268 – SF-268 CNS cancer cells | actives 3.1% (n = 82,000) | AID 1794759
# SF-295 – SF-295 CNS cancer cells. actives 5.6% (n = 79,000). AID 1794758
# SNB-19 – SNB-19 CNS cancer cells. actives 2.5% (n = 81,000). AID 1794751
# HCT-116 – HCT-116 colon cancer | actives 7.3% (n = 82,000)
# * = called active by the depositor; x = not tested or not shown; & = joins results of further samples. Rule for the calls: active = growth percent below 10; inactive = the rest. An excerpt. The share of hits here may be higher or lower than overall.
# Short forms – A = SNB-75; B = SF-539; C = KM12; D = U251; E = HCC-2998; F = SF-268; G = SF-295; H = SNB-19; I = HCT-116
CC12CCC(=O)C=C1CCC1C2CCC2(C)C1CCC2(O)C(=O)CO (stereo not given)
  A = 120; B = 105; C = 109; D = 104; E = 104; F = 109; G = 112; H = 104; I = 107

CN1CCN(c2ccc(OC(F)(F)F)c(Nc3ncc4c(n3)-c3c(c(C(N)=O)nn3CCO)CC4)c2)CC1
  A = 7.7*; B = 3.9*; C = 9.3*; D = 25; E = 17; F = 36; G = 33; H = 23; I = 9.9*

CC(=O)CCCCn1c(=O)c2c(ncn2C)n(C)c1=O
  A = 92; B = 112; C = 109; D = 98; E = 101; F = 112; G = 106; H = 113; I = 104

COc1ccc(C2CNC(=O)C2)cc1OC1CCCC1 (stereo not given)
  A = 100; B = 100; C = 100; D = 100; E = 94; F = 99; G = 107; H = 102; I = 90

CC(/C=C/c1ccc(Cl)cc1)=N\OCC(=O)O
  A = 94; B = 106; C = 107; D = 95; E = 108; F = 104; G = 106; H = 104; I = 94

[2H]C([2H])([2H])c1nc2c(F)cc(-c3nc(Nc4ccc(CN5CCN(C([2H])([2H])C)CC5)cn4)ncc3F)cc2n1C(C)C
  A = 38; B = 70; C = 37; D = 44; E = 81; F = 61; G = 63; H = 66; I = 26

O=C(O)c1cccnc1Nc1cccc(C(F)(F)F)c1
  A = 100; B = 105; C = 103; D = 95; E = 103; F = 120; G = 101; H = 102; I = 104

Cn1cc(C(=O)c2nc(-c3cn(C)c4ccc(Cl)cc34)no2)c2cc(Br)ccc21
  A = 87; B = 107; C = 93; D = 100; E = 91; F = 100; G = 101; H = 95; I = 91

O=C(Nc1ccc(Cl)cc1F)c1ccccc1O
  A = 36; B = 49; C = 54; D = 35; E = 77; F = 43; G = 70; H = 46; I = 35

CC1(C)O[C@@H]2CC3C4C[C@H](F)C5=CC(=O)C=C[C@]5(C)[C@@]4(F)[C@@H](O)C[C@]3(C)[C@]2(C(=O)CO)O1 (stereo not given in full)
  A = 124; B = 85; C = 108; D = 111; E = 102; F = 101; G = 116; H = 101; I = 102

# Ordered by length of the SMILES (descending): some entries from above
# Short forms – A = SNB-75; B = SF-539; C = KM12; D = U251; E = HCC-2998; F = SF-268; G = SF-295; H = SNB-19; I = HCT-116
CC12CCC(=O)C=C1CCC1C2CCC2(C)C1CCC2(O)C(=O)CO (stereo not given)
  A = 120; B = 105; C = 109; D = 104; E = 104; F = 109; G = 112; H = 104; I = 107

COc1ccc(C2CNC(=O)C2)cc1OC1CCCC1 (stereo not given)
  A = 100; B = 100; C = 100; D = 100; E = 94; F = 99; G = 107; H = 102; I = 90

O=C(Nc1ccc(Cl)cc1F)c1ccccc1O
  A = 36; B = 49; C = 54; D = 35; E = 77; F = 43; G = 70; H = 46; I = 35

# Next section:
# Short forms – A = SNB-75; B = SF-539; C = KM12; D = U251; E = HCC-2998; F = SF-268; G = SF-295; H = SNB-19; I = HCT-116
O=C(/C=C/c1ccc(Cl)c(Cl)c1)c1ccc(Cl)nc1
  A = 86; B = 101; C = 68; D = 85; E = 114; F = 100; G = 100; H = 91; I = 81

CC1Cc2ccccc2N1NC(=O)c1ccc(Cl)c(S(N)(=O)=O)c1 (stereo not given)
  A = 90; B = 105; C = 107; D = 100; E = 96; F = 106; G = 101; H = 102; I = 98

Cc1cc(Nc2nc(N[C@@H](C)c3ncc(F)cn3)ncc2Cl)n[nH]1
  A = 88; B = 81; C = 15; D = 53; E = 61; F = 72; G = 94; H = 81; I = 62

Cc1cc([C@@H](C)Nc2ccccc2C(=O)O)c2nc(N3CCOCC3)cc(=O)n2c1
  A = -19*; B = 20; C = 57; D = 55; E = 60; F = 48; G = 10.0*; H = 53; I = 23

N#Cc1c(-c2ccccc2)nc(N=Nc2c(O)[nH]c3ccccc23)[nH]c1=O
  A = x; B = 104; C = 103; D = 107; E = 121; F = 101; G = 103; H = 103; I = 101

Cn1cc(-c2nc(N)nnc2-c2c[nH]c3ccc(F)cc23)c2ccccc21
  A = 68; B = 96; C = 96; D = 97; E = 105; F = 92; G = 98; H = 97; I = 82

Oc1cc2c(cc1O)[C@H]1c3ccc(O)c(O)c3OC[C@@]1(O)C2
  A = 103; B = 106; C = 99; D = 104; E = 97; F = 100; G = 100; H = 104; I = 105

Cc1cc(O)c(C)c(C)c1O
  A = 85; B = 100; C = 102; D = 113; E = 90; F = 105; G = 116; H = 112; I = 94

c1ccc2c(c1)CN[C@@H](CN(CCCCN1CCOCC1)[C@H]1CCCc3cccnc31)C2
  A = x; B = 109; C = 95; D = 87; E = 97; F = 91; G = 87; H = 85; I = 77

COc1ccc2[nH]cc(-c3nc(N)nnc3-c3cn(C)c4ccccc34)c2c1
  A = 77; B = 94; C = 81; D = 96; E = 104; F = 97; G = 108; H = 93; I = 92

# Carrying on.
# Short forms – A = SNB-75; B = SF-539; C = KM12; D = U251; E = HCC-2998; F = SF-268; G = SF-295; H = SNB-19; I = HCT-116
O=C(CCCl)NCc1ccccc1
  A = 97; B = 93; C = 100; D = 86; E = 127; F = 97; G = 118; H = 110; I = 101

CC1=C(C(=O)Nc2ccc(S(N)(=O)=O)cc2)C(c2cccc(O)c2)NC(=S)N1 (stereo not given)
  A = 96; B = 100; C = 99; D = 109; E = 110; F = 98; G = 96; H = 98; I = 102

CCN(CC)CCNC(C(=O)OCCC(C)C)c1ccccc1 (stereo not given)
  A = 83; B = 98; C = 103; D = 74; E = 119; F = 91; G = 111; H = 99; I = 93

CCCc1nc(C(C)(C)O)c(C(=O)O)n1Cc1ccc(-c2ccccc2-c2nn[nH]n2)cc1
  A = 67; B = 103; C = 120; D = 103; E = 110; F = 101; G = 95; H = 102; I = 106

COc1ccc(-c2ccc3c(N4CCOC[C@@H]4C)nc(N4CCOC[C@@H]4C)nc3n2)cc1CO
  A = -45*; B = -39*; C = 13; D = 7.2*; E = 10; F = 15; G = -35*; H = 9.7*; I = 22

CC(C)(O)CC(=O)NCCn1ccc2ncnc(Nc3ccc(Oc4cccc(C(F)(F)F)c4)c(Cl)c3)c21
  A = 29; B = 8.3*; C = 9.9*; D = 9.1*; E = -27*; F = 29; G = 31; H = 19; I = 0.4*

N=C(N)c1ccc(NC(=O)COCC(=O)Nc2ccc(C(=N)N)cc2)cc1
  A = 108; B = 104; C = 97; D = 96; E = 98; F = 92; G = 108; H = 106; I = 100

CCc1ccc(CCOc2ccc(CC3SC(=O)NC3=O)cc2)nc1 (stereo not given)
  A = 97; B = 113; C = 108; D = 99; E = 107; F = 113; G = 97; H = x; I = 99

CCN(CC)CCOC(=O)c1ccc(N)cc1
  A = 90&109; B = 101; C = 118&110; D = 109&107; E = 107&105; F = 115&111; G = 105&110; H = 100; I = 94&101

O=C(c1ccc2nc(NS(=O)(=O)c3ccc4ccccc4c3)sc2c1)N1CCN(Cc2ccc3c(c2)OCO3)CC1
  A = 88; B = 104; C = 93; D = 95; E = 98; F = 92; G = 96; H = 98; I = 86

# Further results
# Short forms – A = SNB-75; B = SF-539; C = KM12; D = U251; E = HCC-2998; F = SF-268; G = SF-295; H = SNB-19; I = HCT-116
Brc1ccc([C@@H]2C[C@@H]3Cc4ccc5ccccc5c4N2O3)s1
  A = 80; B = 87; C = 100; D = 86; E = 97; F = 87; G = 94; H = 89; I = 75

CC(=O)Nc1ccc(C(=O)/C=C/c2ccccc2)cc1
  A = 76; B = 97; C = 23; D = 76; E = 89; F = 85; G = 104; H = 81; I = 1.2*

CC(/C=C/c1ccccc1)=N\OCC(=O)Nc1ccc(Cl)cc1
  A = 85; B = 105; C = 95; D = 94; E = 101; F = 95; G = 99; H = 99; I = 96

CCOc1cc2ncc(C#N)c(Nc3ccc(OCc4ccccn4)c(Cl)c3)c2cc1NC(=O)/C=C/CN(C)C
  A = 34; B = 22; C = -60*; D = 3.2*; E = 51; F = -37*; G = 54; H = -44*; I = -81*

O=C(O)CCC(=O)c1ccc(-c2ccccc2)cc1
  A = 98; B = 106; C = 113; D = 99; E = 99; F = 108; G = 92; H = 103; I = 104

COc1ccc2c(c1)c(-c1nnc(N)nc1-c1c[nH]c3ccccc13)cn2C
  A = 38; B = 78; C = 88; D = 86; E = 92; F = 85; G = 89; H = 77; I = 85

COC(=O)C(C)(C)C1Oc2ccc(Cl)cc2C(=O)/C1=C\NS(=O)(=O)c1ccc(C)cc1 (stereo not given)
  A = 113; B = 102; C = 99; D = 95; E = 98; F = 99; G = 103; H = 110; I = 101

COC(=O)[C@H](O)[C@H]1C(C)(C)[C@H](O)C2CC3=C4CC(=O)O[C@@H](c5ccoc5)[C@]4(C)CC[C@@H]3[C@@]1(C)C2=O
  A = 100; B = 99; C = 106; D = 99; E = 97; F = 102; G = 99; H = 99; I = 99

C[C@@H]1CC2C3CCC4=CC(=O)C=C[C@]4(C)[C@@]3(Cl)[C@@H](O)C[C@]2(C)[C@@]1(OC(=O)c1ccco1)C(=O)CCl (stereo not given in full)
  A = 86; B = 53; C = 77; D = 85; E = 76; F = 54; G = 64; H = 86; I = 57

COc1ccc(C2CC(c3c(O)ccc4c(C)cc(=O)oc34)=NN2c2ccc(S(N)(=O)=O)cc2)cc1 (stereo not given)
  A = 115; B = 97; C = 98; D = 100; E = 108; F = 94; G = 108; H = 94; I = 107

# New compounds follow
# Short forms – A = SNB-75; B = SF-539; C = KM12; D = U251; E = HCC-2998; F = SF-268; G = SF-295; H = SNB-19; I = HCT-116
CCn1cc(C(=O)O)c(=O)c2cnc(N3CCNCC3)nc21
  A = 85; B = 100; C = 107; D = 106; E = 109; F = 114; G = 100; H = 105; I = 98

CCCCNc1ccc(C(=O)OCCN(C)C)cc1
  A = 109; B = x; C = 109; D = 104; E = 102; F = 108; G = 104; H = 98; I = 99

Cc1cccc2c1NC(=O)C2(c1ccc(O)cc1)c1ccc(O)cc1
  A = 23; B = 95; C = 60; D = 90; E = 43; F = 97; G = 73; H = 102; I = 69

Cc1c(F)cc(C(=O)NC2CC2)cc1-c1ccc(C(=O)NCC(C)(C)C)cn1
  A = 84&86; B = 95&83; C = 97&97; D = 91&92; E = 93&107; F = 96&98; G = 86&83; H = 90&104; I = 79&84

CNC(=O)c1nn(C)c2c1C(C)(C)Cc1cnc(Nc3ccc(N4CCN(C)CC4)cc3)nc1-2
  A = -21*; B = -29*; C = 0.6*; D = 8.5*; E = 10; F = 8.0*; G = 15; H = 12; I = 0.2*

COc1ccc2[nH]cc(-c3nnc(N)nc3-c3cn(C)c4ccc(Br)cc34)c2c1
  A = 83; B = 94; C = 104; D = 100; E = 107; F = 107; G = 107; H = 100; I = 93

CN1CCCN=C1COC(=O)C(O)(c1ccccc1)C1CCCCC1 (stereo not given)
  A = 86; B = 116; C = 128; D = 96; E = 107; F = 113; G = 103; H = 98; I = 86

C/C=C/C(=O)N(CC)c1ccccc1C
  A = 103&97; B = 93&105; C = 102&104; D = 98&93; E = 104&111; F = 117&110; G = 98&93; H = 111&101; I = 112

CN1CCC(CNc2ccc3ncc(-c4cccc(OC(F)(F)F)c4)n3n2)CC1
  A = -75*; B = -91*; C = -1.4*; D = -89*; E = -84*; F = -33*; G = -71*; H = -49*; I = -75*

O=C(O)c1ccc2ccccc2c1O
  A = 87; B = 93; C = 100; D = 96; E = 109; F = 88; G = 120; H = 98; I = 94

Oc1ccc2c(c1)OCC1(O)Cc3cc(O)c(O)cc3C21 (stereo not given)
  A = 23; B = 92; C = 97; D = 91; E = 65; F = 97; G = 97; H = 117; I = 84

# Given comma-delimited: part of the list above
structure,SNB-75,SF-539,KM12,U251,HCC-2998,SF-268,SF-295,SNB-19,HCT-116
Cc1c(F)cc(C(=O)NC2CC2)cc1-c1ccc(C(=O)NCC(C)(C)C)cn1,84&86,95&83,97&97,91&92,93&107,96&98,86&83,90&104,79&84
CNC(=O)c1nn(C)c2c1C(C)(C)Cc1cnc(Nc3ccc(N4CCN(C)CC4)cc3)nc1-2,-21*,-29*,0.6*,8.5*,10,8.0*,15,12,0.2*
COc1ccc2[nH]cc(-c3nnc(N)nc3-c3cn(C)c4ccc(Br)cc34)c2c1,83,94,104,100,107,107,107,100,93
CN1CCCN=C1COC(=O)C(O)(c1ccccc1)C1CCCCC1 (stereo not given),86,116,128,96,107,113,103,98,86
C/C=C/C(=O)N(CC)c1ccccc1C,103&97,93&105,102&104,98&93,104&111,117&110,98&93,111&101,112
CN1CCC(CNc2ccc3ncc(-c4cccc(OC(F)(F)F)c4)n3n2)CC1,-75*,-91*,-1.4*,-89*,-84*,-33*,-71*,-49*,-75*
O=C(O)c1ccc2ccccc2c1O,87,93,100,96,109,88,120,98,94
Oc1ccc2c(c1)OCC1(O)Cc3cc(O)c(O)cc3C21 (stereo not given),23,92,97,91,65,97,97,117,84
